# Screens deposited in PubChem by several laboratories.
# VLA-4 inh = inhibition in a human VLA-4 binding assay. P13612. VLA-4 expressing cells, ligand binding flow cytometry. inhibition, % (about 7 µM as worked out from the volumes in the protocol). actives 0.2% (n = 330,000); in the data active means inhibition above about 50%
# proCasp3 act = activators of human procaspase-3; P42574; recombinant procaspase-3 D3A, Ac-DEVD-pNA absorbance 405 nm; activation, % at 8.5 µM; actives 0.11% (n = 330,000);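 active means activation above the mean of all tested compounds plus 3 SD, cut at about 21% in these data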;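 further: 0% = DMSO alone and 100% = DMSO wells spiked with extra 5 µM PC-3 D3A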
#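 Assay system – Procaspase-3 D3A mutant · Benchmarks – DMSO low control, extra-enzyme high control · Technique – 405 nm absorbance of p-nitroaniline, reads at 0 and 120 min · Doses – 8.5 µM nominal · Measure – % activation between DMSO and enzyme-spiked controls · Also added – Ac-DEVD-pNA chromogenic peptide substrate · Schedule – 1 h compound preincubation, 2 h substrate hydrolysis at 25 °C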
# GASC-1 inh = inhibitors of human GASC-1 (JMJD2C) demethylase | Q9H3R0 | GST-JMJD2C(1-420) H3K9me3 demethylation, DELFIA europium | inhibition, % at 2.35 µM | actives 0.069% (n = 330,000) | AID 2099;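 active means more than half of a compound's replicate wells show inhibition beyond 50%, single wells judged on their own value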;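 further: signal counts dimethyl H3K9 product captured on neutravidin plate; 0% = median of DMSO wells and 100% = 0.3 times that DMSO median; strong numbers were not always called active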
# Target sequence (Q9H3R0 1-420 limits assumed): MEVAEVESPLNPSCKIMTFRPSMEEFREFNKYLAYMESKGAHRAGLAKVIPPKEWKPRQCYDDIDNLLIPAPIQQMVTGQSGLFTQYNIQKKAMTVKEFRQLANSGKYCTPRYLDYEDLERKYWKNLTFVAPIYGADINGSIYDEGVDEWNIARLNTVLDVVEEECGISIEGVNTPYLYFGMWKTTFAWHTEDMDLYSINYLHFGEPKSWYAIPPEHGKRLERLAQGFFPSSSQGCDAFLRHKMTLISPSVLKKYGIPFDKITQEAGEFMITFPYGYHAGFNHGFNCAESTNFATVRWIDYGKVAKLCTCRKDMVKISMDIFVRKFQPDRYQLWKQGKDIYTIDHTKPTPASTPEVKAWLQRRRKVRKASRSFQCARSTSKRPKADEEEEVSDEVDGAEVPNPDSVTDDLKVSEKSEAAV
# CTSL1 counter = blocks F. hepatica cathepsin L1 in PFM18AAP counter-screen. actives 0.49% (n = 300,000). inhibition, % at 5.96 µM. AID 1906. recombinant F. hepatica cathepsin L1, Z-Leu-Arg-MCA fluorescence;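 active means inhibition above the mean of all tested compounds plus 3 SD, set per screening campaign, cut at about 17% in these data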;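 further: 0% = plate median of test compound wells and 100% = 1 µM Z-Phe-Ala-diazomethylketone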
# PP5 primary = inhibitors of human protein phosphatase 5 (PP5); P53041; purified PP5c, OMFP substrate fluorescence; inhibition, % at 6.7 µM; actives 0.18% (n = 320,000); AID 1987;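 active means inhibition above the campaign's mean inhibition across all tested compounds plus 3 SD, cut at about 9.5% in these data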;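 further: 0% = DMSO only and 100% = 100 µM cantharidin control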
# Target sequence (P53041 whole entry, looked up): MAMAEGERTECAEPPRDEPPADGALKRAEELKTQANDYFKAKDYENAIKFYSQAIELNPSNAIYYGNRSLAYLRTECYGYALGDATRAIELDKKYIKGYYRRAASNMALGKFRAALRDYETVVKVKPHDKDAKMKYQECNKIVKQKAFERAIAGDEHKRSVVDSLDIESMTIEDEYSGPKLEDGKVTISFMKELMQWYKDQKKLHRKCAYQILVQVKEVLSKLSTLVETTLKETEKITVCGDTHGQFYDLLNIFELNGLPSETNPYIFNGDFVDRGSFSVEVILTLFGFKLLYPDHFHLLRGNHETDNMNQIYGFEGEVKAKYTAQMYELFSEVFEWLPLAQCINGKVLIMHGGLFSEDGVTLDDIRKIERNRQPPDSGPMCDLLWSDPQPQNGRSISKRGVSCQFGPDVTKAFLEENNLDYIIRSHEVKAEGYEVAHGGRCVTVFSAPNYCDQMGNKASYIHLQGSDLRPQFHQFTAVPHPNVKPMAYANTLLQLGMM
# PP1 counter = blocks human PP1-alpha phosphatase, a PP5 counter-screen. AID 2235. purified PP1alpha, OMFP fluorescence. actives 0.9% (n = 320,000). inhibition, % at 6.7 µM;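 active means inhibition above the mean inhibition of all tested compounds plus 3 SD, computed separately for each screening campaign, cut at about 15% in these data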
# GRK2 inh = human GRK2 inhibition via aptamer displacement; bead flow cytometry, FAM-aptamer displacement from GRK2; inhibition of aptamer binding, % at 10 µM; AID 488847; actives 0.59% (n = 330,000);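 active means inhibition of aptamer binding above 40%, roughly 3 SD of noise, on plates passing a quality check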;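 further: median bead fluorescence of bound FAM aptamer so fluorescent compounds give negative values; no value below 0 was filed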
# HCV core dimer = blocks dimerization of HCV core protein. TR-FRET GST/Flag-core106 dimerization, 1536-well. inhibition, % at 5 µM. actives 0.33% (n = 300,000). AID 1899;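 active means inhibition above the mean of all tested compounds plus 3 SD, set per screening campaign, cut at about 45% in these data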
#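 Assay system: tagged HCV core106 pair (GST and Flag); medium: KF-containing HEPES buffer, pH 7.45, DTT, CHAPS, BSA; also added: Eu donor and XL665 acceptor anti-tag antibodies; dosing: 5 µM single dose; timing: compound-protein-antibody incubation 4 h at 22.5 °C; signal: TR-FRET 671 and 617 nm emission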
# proCasp7 act = activates human procaspase-7, counter-screen for procaspase-3 activators | P55210 | actives 0.093% (n = 330,000) | AID 463210 | activation, % at 8.5 µM | recombinant procaspase-7, Ac-DEVD-pNA absorbance 405 nm; D23A/D198A/D206A triple mutant, cannot self-cleave; scale: DMSO 0, 5 µM enzyme 100;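 active means percent activation above the screen-wide mean plus 3 SD, cut at about 25% in these data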
#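 Assay system – Uncleavable procaspase-7 mutant enzyme · Quantity – 2 µM procaspase-7 mutant as dispensed · Times – 1 h preincubation, 2 h reaction · Dosing – single nominal 8.5 µM compound dose, 0.8% DMSO final · Buffer or medium – Zinc-free 50 mM HEPES buffer, pH 7.4, with NaCl and Triton X-100 · Detection – Epi-absorbance of released pNA at 405 nm, two timepoints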
# Numbers without * were called inactive; / = no result given; & = joins results of further samples. Rows were taken by chance, and some 2.6% of all compounds hit somewhere here.
SMILES,VLA-4 inh,proCasp3 act,GASC-1 inh,CTSL1 counter,PP5 primary,PP1 counter,GRK2 inh,HCV core dimer,proCasp7 act
CC(C)Oc1ccc(CNCCC2(C(C)C)CCOC(C)(C)C2)cc1 (centres undefined),17,17,4,-1,-0.4,1,4,5,-1
Cc1cccc(N/C=C/C(=O)c2cccs2)c1C,12,1,-1,-2,1.5,-2,0,7,0
Cn1ccc2ccc(C3=CC(=O)C[C@H](c4ccc(F)cc4)C3)cc21,-9,2,-5,/,2.7,3,4,/,8
O=C(NCCCN1CCOCC1)c1sc2cc([N+](=O)[O-])ccc2c1Cl,17,-26,4,-5,-3.2,-2,1,-10,-38
CCOC(=O)CNC(c1ccccc1)c1cc(Br)ccc1NC(=O)OCC (centres undefined),-1,1,16,5,2.6,3,0,8,4
CC1(C)Cc2c(C#N)c(SCc3nc4ccccc4[nH]3)nc(N3CCOCC3)c2CO1,-7,31*,16,0,4.4,-4,0,-6,33*
COc1ccc(/C=C/C(=O)NC(=S)NCc2ccccc2)cc1OC,-2,-7,16,-2,0.2,16*,0,4,2
Cc1ccc(C)c(S(=O)(=O)Nc2ccc(O)cc2)c1,5,7,-2,1,2.0,-1,1,-4,3
O=C1CC(NS(=O)(=O)c2cccnc2)CN1c1cccc(F)c1 (centres undefined),5,0,-12,4,0.1,-10,0,-1,5
COc1cccc(N2CCN(C(=O)c3ccc(CS(=O)Cc4ccc(Cl)cc4)o3)CC2)c1 (centres undefined),4,10,-1,-4,3.6,0,2,-1,7
O=C(Cn1c(C(=O)NCC2CCCO2)cc2sccc21)c1ccccc1 (centres undefined),4,2,-4,-3,2.7,-3,0,-3,5
Cc1ccc(S(=O)(=O)Nc2ccc(NC(=O)c3ccc(F)cc3)cc2)cc1,6,0,7,-3,2.4,-2,5,7,15

# Quoted at random: 2 entries already listed, in no set order.
SMILES,VLA-4 inh,proCasp3 act,GASC-1 inh,CTSL1 counter,PP5 primary,PP1 counter,GRK2 inh,HCV core dimer,proCasp7 act
O=C(NCCCN1CCOCC1)c1sc2cc([N+](=O)[O-])ccc2c1Cl,17,-26,4,-5,-3.2,-2,1,-10,-38
Cc1ccc(C)c(S(=O)(=O)Nc2ccc(O)cc2)c1,5,7,-2,1,2.0,-1,1,-4,3

# The list goes on.
SMILES,VLA-4 inh,proCasp3 act,GASC-1 inh,CTSL1 counter,PP5 primary,PP1 counter,GRK2 inh,HCV core dimer,proCasp7 act
CCN(CC)CCn1c2c(c(SCC(=O)Nc3ccc(C)c(F)c3)nc1=O)CCCC2,-1,6,3,2,-0.6,-2,1,-4,11
CC(C)CN(C(=O)C(c1ccccc1)c1ccccc1)c1c(N)n(CC(C)C)c(=O)[nH]c1=O,24,-2,11,-3,1.0,-4,0,-2,0
Cn1c(=O)c2c(nc(NCCCO)n2C/C=C/c2ccccc2)n(C)c1=O,9,6,-7,1,3.1,1,0,-2,10
O=C(CCC1CC(=O)Nc2ccccc21)NCc1ccccc1 (centres undefined),8,-5,-17,0,-1.0,-1,0,3,9
CCOc1ccccc1NC(=O)N1C2CCCC1CC(NC(=O)C1CC1)C2 (centres undefined),11,0,11&-12,1,0.7,-2,0,-2,0
O=C(CSc1ccc(-c2cccnc2)nn1)N1CCCCC1,4,-6,10,0,1.6,0,0,-5,-8
CC12CC(NC(=O)N1c1ccc(C(=O)N3CCN(c4ccc(F)cc4)CC3)cc1)c1ccccc1O2 (centres undefined),4,-1,-1,0,3.5,-6,1,13,11
O=[N+]([O-])c1ccccc1S(=O)(=O)NCc1ccco1,6,0,13,-4,0.2,-3,3,1,0
CCCCC(CC)C(=O)NCC(C)NC(=O)C(CC)CCCC (centres undefined),0,0,1,-2,-1.3,2,2,4,15
COc1ccc(OS(=O)(=O)c2c(C)noc2C)cc1,1,-1,6,-2,-1.2,-4,2,-1,7
COc1cccc(C(CNC(=O)c2ccc(Cl)c(S(=O)(=O)N3CCCC3)c2)N(C)C)c1 (centres undefined),-10,3,1,/,/,/,0,/,7
N#CC1(C#N)COC23CCCCC2C1(C#N)C(=N)O3 (centres undefined),20,-6,4,2,3.8,-6,1,2,-1

# Structural class: the entries above with a thiophene ring, fused or not.
SMILES,VLA-4 inh,proCasp3 act,GASC-1 inh,CTSL1 counter,PP5 primary,PP1 counter,GRK2 inh,HCV core dimer,proCasp7 act
Cc1cccc(N/C=C/C(=O)c2cccs2)c1C,12,1,-1,-2,1.5,-2,0,7,0
O=C(NCCCN1CCOCC1)c1sc2cc([N+](=O)[O-])ccc2c1Cl,17,-26,4,-5,-3.2,-2,1,-10,-38
O=C(Cn1c(C(=O)NCC2CCCO2)cc2sccc21)c1ccccc1 (centres undefined),4,2,-4,-3,2.7,-3,0,-3,5

# Record cards, as listed above. Screens in order: VLA-4 inh | proCasp3 act | GASC-1 inh | CTSL1 counter | PP5 primary | PP1 counter | GRK2 inh | HCV core dimer | proCasp7 act
# N#CC1(C#N)COC23CCCCC2C1(C#N)C(=N)O3 (centres undefined) reads 20 | -6 | 4 | 2 | 3.8 | -6 | 1 | 2 | -1
# COc1ccc(OS(=O)(=O)c2c(C)noc2C)cc1 reads 1 | -1 | 6 | -2 | -1.2 | -4 | 2 | -1 | 7

# With a hit mark in proCasp3 act (from the list above):
SMILES | VLA-4 inh | proCasp3 act | GASC-1 inh | PP5 primary | GRK2 inh | HCV core dimer
CC1(C)Cc2c(C#N)c(SCc3nc4ccccc4[nH]3)nc(N3CCOCC3)c2CO1 | -7 | 31* | 16 | 4.4 | 0 | -6

# The list goes on:
SMILES,VLA-4 inh,proCasp3 act,GASC-1 inh,CTSL1 counter,PP5 primary,PP1 counter,GRK2 inh,HCV core dimer,proCasp7 act
COc1ccc(C(=O)NCC2(N3CCCCC3)CCCCC2)cc1S(=O)(=O)N(C)C,3,9,-35,1,-0.1,0,2,-10,8
Cc1ccc(C)c(S(=O)(=O)Nc2ccccc2C(=O)Nc2cc(C)on2)c1,-5,2,4,5,2.1,12,0,12,4
O=C(COC(=O)[C@@H]1CC(O)CN1S(=O)(=O)c1ccc(Cl)cc1)NC(=O)NCc1ccccc1 (some centres undefined),5,3,-15,5,-0.3,-7,5,2,3
CC1Cc2nc(SCC(=O)N3CCc4ccccc43)n(C)c(=O)c2S1 (centres undefined),4,3,-4,0,0.8,-1,1,17,7
CCOc1ccc(-n2nc3ccc(NC(=O)c4ccc5c(c4)OCCO5)cc3n2)cc1,12,9,3,3,0.1,-1,0,-2,5
COc1ccc(CNC(=O)CCCSc2ccccc2)cc1,-4,2,4,-5,0.6,4,2,6,-6
Cc1cccc(N2C(=O)C3C4C=CC(C5CC45)C3C2=O)n1 (centres undefined),-3,-1,19,1,1.9,-2,2,-2,0
CC(C)c1nc(NCCO)c(C#N)c2c1CCCC2,2,-14,-1,5,1.5,-2,0,2,5
COC(=O)c1cc(NC(=O)CC2SCCNC2=O)cc(C(=O)OC)c1 (centres undefined),12,-3,9,3,-2.5,-1,0,-6,0
CCCc1nc2ccccc2c(=O)n1-c1c(C)n(C)n(-c2ccccc2)c1=O,-1,-11,-1,0,-0.7,0,0,-6,-2
CC(C)=CCN1CCN(CCCn2cccn2)CC1CCO (centres undefined),5,2,10,-3,0.2,1,5,3,9
COc1ccc(-c2[nH]ncc2CN2C[C@@H]3CCC[C@H]2C3)c(F)c1,-2,-5,4,0,2.5,-4,0,-2,-2
CCOc1ccccc1NC(=O)C(OC(=O)c1cc(C)oc1C)c1ccccc1 (centres undefined),2,1,-7,-7,2.3,-3,3,7,4
Cc1nn2c(C(F)(F)F)cc(-c3ccc(Cl)cc3)nc2c1C(=O)N1CCOCC1,2,-12,0,3,-2.2,-6,0,-3,0
Cn1ncc2c(Nc3cccc([N+](=O)[O-])c3)ncnc21,5,-4,11,-2,1.6,4,0,11,4
COc1cc(C=C2C(=O)OC(C)(C)OC2=O)ccc1OCC(=O)Nc1ccccc1,5,1,-8,-2,-1.9,-1,0,-5,-4
Cc1cccc(C(=O)Nc2ccccc2C(=O)Nc2ccc(C(=O)O)cc2)c1,4,-1,6,2,2.4,-4,0,5,2
CN(C)c1nc(N)nc(CSc2nnnn2-c2cccc3ccccc23)n1,-2,-16,-14,-2,12*,-4,5,7,3
COc1ccc(C(=O)NCCNC(=O)c2cnccn2)cc1,-4,2,-21,-1,-0.1,-8,0,6,-4
CCSc1ccc([C@@H]2[C@@H]3C(=O)N(CC)C(=O)[C@@H]3[C@]3(C(=O)OC)CCCN23)cc1,35,1,10,0,2.5,5,6,-9,-5
Cn1c(=O)c2c(nc(CN3CCOCC3)n2CC(O)CO)n(C)c1=O (centres undefined),4,-4,-6,0,-0.5,-4,2,1,2
Cc1ccc(NC(=O)c2cnn(C)c2)cc1[N+](=O)[O-],3,0,7,5,1.4,-5,0,2,1
C/C(=N/OCO/N=C(\C)c1ccc(F)cc1F)c1ccc(F)cc1F,18,9,-1,-2,-2.2,-2,0,3,0
CC1(C)NC(=O)N(CC(O)COc2cccc(F)c2)C1=O (centres undefined),38,2,-10,2,2.6,2,1,1,-3
COC(=O)c1ccc(COc2ccc(C3C4=C(CCCC4=O)Nc4onc(C)c43)cc2)cc1 (centres undefined),-2,2,-5&8,2,1.6,1,7,8,7
CCCCCCCCSc1n[nH]c(N)n1,2,4,5,-3,2.8,-1,0,2,-4
CCOC(=O)/C(=C/c1c2ccccc2cc2ccccc12)NC(=O)c1ccccc1,2,-14,2,-2,0.9,2,2,6,-1
CN(C)CCCOC(=O)COc1ccc(Br)cc1,-6,-9,13,-1,1.9,-6,0,-2,4
O=C(COc1ccccc1)Nc1ccc(S(=O)(=O)N2CCOCC2)cc1,6,2,8,-3,2.4,-2,0,-1,4
